Source: PubChem
PriA SSB inh = K. pneumoniae PriA-SSBct interaction inhibition; AlphaScreen SSBct-PriA binding, biotinylated peptide; inhibition, % at 33 µM; 430,000 compounds, 0.6% hits; in the data active = inhibition mostly above about 37%, no sharp cut-off; inactive = mostly below about 20%;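 also: plate controls were negative control peptide for no effect and reference peptide for full effect; strong numbers were not always called active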
TcdB inh = TcdB glycohydrolase inhibition. P18177. TcdB glycohydrolase enzymatic assay, plate reader. inhibition, % at 9.99 µM. 350,000 compounds, 0.24% hits. AID 652162; in the data active = inhibition above about 10%
Rv3671c inh = inhibitors of M. tuberculosis serine protease Rv3671c. P9WHR9. 320,000 compounds, 0.048% hits. inhibition, % at 5.96 µM. AID 2606; in the data active = inhibition above about 38%;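 also: extracellular domain of Rv3671c used as enzyme; 0% = enzyme with DMSO and 100% = no enzyme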
Target sequence (P9WHR9 whole entry, looked up, the tested form may be a part): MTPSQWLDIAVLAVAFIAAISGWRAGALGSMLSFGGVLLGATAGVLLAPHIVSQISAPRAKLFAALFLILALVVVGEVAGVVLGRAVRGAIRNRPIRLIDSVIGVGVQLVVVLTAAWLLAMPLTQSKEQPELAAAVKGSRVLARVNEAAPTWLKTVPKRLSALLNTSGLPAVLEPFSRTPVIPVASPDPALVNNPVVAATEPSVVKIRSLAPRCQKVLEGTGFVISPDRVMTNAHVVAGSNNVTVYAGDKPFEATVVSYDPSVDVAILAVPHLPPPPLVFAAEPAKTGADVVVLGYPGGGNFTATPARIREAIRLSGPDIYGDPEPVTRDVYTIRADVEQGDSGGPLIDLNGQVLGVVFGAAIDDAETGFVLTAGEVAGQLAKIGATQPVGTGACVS
BH1578 lux ind = inducers of Vibrio cholerae quorum light production without autoinducers; V. cholerae BH1578 lux reporter, luminescence, 6 h; activation, % at 18.7 µM; 350,000 compounds, 0.16% hits; in the data active = activation mostly above about 9.7%, no sharp cut-off; also: not every result past the cut was called active; inactives centre near 0; reference of the scale not given here
Anthrax LF prot = anthrax lethal factor protease inhibition; P15917; multiplex microsphere protease cleavage assay, LF; inhibition, % at 10 µM; 360,000 compounds, 0.12% hits; in the data active = inhibition above about 30%; also: plate controls were buffer without enzyme for full effect and enzyme alone for no effect
MazEF act = activators of E. coli MazEF toxin-antitoxin RNase; P0AE70; FAM/BHQ RNA-DNA oligo cleavage fluorescence, 5 h; activation, % at 20 µM; 350,000 compounds, 0.32% hits; in the data active = activation above about 50%
Target sequence (P0AE70 whole entry, looked up): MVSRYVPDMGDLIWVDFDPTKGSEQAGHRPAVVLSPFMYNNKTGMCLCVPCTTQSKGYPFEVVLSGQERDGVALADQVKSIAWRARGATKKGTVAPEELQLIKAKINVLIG
VHR inh abs = blocks human VHR1 dual specificity phosphatase | P51452 | recombinant VHR phosphatase, pNPP absorbance | inhibition, % at 13.3 µM | 290,000 compounds, 0.52% hits | AID 1654; in the data active = inhibition above about 50%; also: some compounds called inactive have numbers as strong as hits
Target sequence (P51452 whole entry, looked up): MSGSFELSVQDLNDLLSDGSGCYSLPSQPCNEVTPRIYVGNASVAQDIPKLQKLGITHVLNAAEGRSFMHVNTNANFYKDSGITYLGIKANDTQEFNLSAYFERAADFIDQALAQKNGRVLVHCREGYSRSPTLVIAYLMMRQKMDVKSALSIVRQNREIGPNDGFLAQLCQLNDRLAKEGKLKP
3CLpro inhibitor = SARS-CoV 3CLpro protease inhibition; recombinant SARS-CoV 3CLpro, quenched FRET peptide cleavage; inhibition, % at 6 µM; 290,000 compounds, 0.14% hits; AID 1706; in the data active = inhibition above about 12%
Y pestis TopoI = inhibitors of Yersinia pestis topoisomerase I | Y. pestis Topo-I cleavage product accumulation, plate reader | activity, % at 10 µM | 360,000 compounds, 0.064% hits; in the data active = activity above about 50%, passing the limit was not always enough; also: inactives centre near 2
PfHsp40 yeast = compounds rescuing yeast from Plasmodium falciparum HSP40 toxicity; S. cerevisiae expressing PfHsp40, growth rescue, ATP luminescence; growth rescue, % at 12.5 µM; 340,000 compounds, 0.68% hits; in the data active = growth rescue above about 28%, passing the limit was not always enough;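 also: yeast W303a lacking pdr1 and pdr3 grown in galactose medium; growth measured after three days at 30 °C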
* hit, by the source's call; i = inactive; . = not tested or not shown; & = joins results of further samples. Not all compounds are listed; rates above refer to the full screens.

Preview (2 entries):
The line under a structure holds: PriA SSB inh	TcdB inh	Rv3671c inh	BH1578 lux ind	Anthrax LF prot	MazEF act	VHR inh abs	3CLpro inhibitor	Y pestis TopoI	PfHsp40 yeast
(1) Cc1ccccc1OCCC(=O)OCC(=O)Nc1cc(S(=O)(=O)N2CCOCC2)ccc1Cl
  -6.4	-0.8	5.8	-0.3	-0.8	2.2	25.9	3.0	27.7	-0.2
(2) Nc1nonc1-n1nnc(C(=O)N/N=C/c2c(Cl)cccc2Cl)c1CN1CCOCC1
  .	1.3	-0.3	0.4	-0.6	6.7	-13.7	-1.9	-1.2	0.4

The whole of this part, from the first entry:
The line under a structure holds: PriA SSB inh	TcdB inh	Rv3671c inh	BH1578 lux ind	Anthrax LF prot	MazEF act	VHR inh abs	3CLpro inhibitor	Y pestis TopoI	PfHsp40 yeast
(1) Cc1ccccc1OCCC(=O)OCC(=O)Nc1cc(S(=O)(=O)N2CCOCC2)ccc1Cl
  -6.4	-0.8	5.8	-0.3	-0.8	2.2	25.9	3.0	27.7	-0.2
(2) Nc1nonc1-n1nnc(C(=O)N/N=C/c2c(Cl)cccc2Cl)c1CN1CCOCC1
  .	1.3	-0.3	0.4	-0.6	6.7	-13.7	-1.9	-1.2	0.4
(3) N#Cc1ccc(-c2ccco2)nc1SCC(=O)c1ccc(Cl)cc1
  16.3	.	4.7	.	40.6*	-113.9	3.3	-4.3	1.1	0.5
(4) COc1cccc(C(=O)NCc2ccc(N3CCN(C(=O)OC(C)(C)C)CC3)cc2)c1
  4.8	.	3.7	6.2	-1.4	11.2	24.6	3.0	8.0	-1.0
(5) COCCNC(=O)C1CCCN(C(=O)COCc2ccccc2)CC1 (stereo unspecified)
  .	1.9	.	0.6	-5.8	.	.	.	1.7	.
(6) O=C(CSc1nnc(CNc2ccc(F)cc2)n1CC1CCCO1)Nc1ccccc1 (stereo unspecified)
  2.3	.	3.9	-0.1	-1.3	6.4	-4.6	2.0	11.9	0.3
(7) CC(C)(C)OC(=O)N(CCc1ccccc1)Cc1ccccc1OCc1ccc(NC(=O)C2CCC2)cc1
  -21.8	1.8	.	-0.6	-8.2	-2.1	.	.	45.8	-1.2
(8) Cc1ccc(-c2nn(-c3ccccc3)cc2/C=N/NC(=O)c2ccc3c(c2)OCO3)cc1
  .	.	-106.5	0.1	-3.4	-2.9	-2.8	-9.4	8.2	0.2
(9) CCc1ccccc1NC(=O)CN(C)C(=O)COC(=O)c1ccco1
  12.1	0.3	-0.2	i	-9.4	-8.7	.	.	1.7	-0.4
(10) c1ccc(CN2CCN(C3CCCSc4ccccc43)CC2)cc1 (stereo unspecified)
  -0.3	-0.6	-2.0	-1.1	12.5	-1.2	.	.	20.6	2.7
(11) Cn1cnc2c1c(=O)n(Cc1ccccc1C#N)c(=O)n2C
  -13.3	1.7	1.5	-0.4	-3.8	4.0	.	-1.7	-5.6	-0.4
(12) COc1ccccc1/C=C/C=C1N=C(/C=C/c2ccc(Cl)cc2)OC/1=O
  1.3	.	-11.8	-0.2	4.9	-35.0	-11.0	3.3	-0.7	-0.8
(13) Cc1ccc(C)c(C(C)NC(=O)c2ccc(Br)o2)c1 (stereo unspecified)
  -5.5	.	9.4	i	-1.1	-3.7	13.0	0.9	0.1	-2.0
(14) Cc1cc(Br)ccc1NC(=O)c1cnc(N2CCN(c3ccccn3)CC2)c2ccccc12
  -4.4	1.8	-14.3	0.4	0.9	-12.8	24.9	-2.0	3.0	6.5
(15) CCOC1(OCC)N=C(N)C2(C#N)C(c3ccc(NC(C)=O)cc3)C12C#N (stereo unspecified)
  4.9	.	4.3	-6.2	-1.9	9.5	41.3	-5.7	-7.1	1.2
(16) O=C(C1CCN(S(=O)(=O)c2ccccc2)CC1)N1CCC1
  2.3	-0.9	-0.2	-1.9	-12.0	-2.0	.	.	2.6	-0.8
(17) COc1ccccc1/C=C/C(=O)Nc1cccc(S(=O)(=O)NC2=NCCCCC2)c1
  -11.9	5.1	1.0	i	5.3	-0.6	11.0	3.5	14.7	0.8
(18) CCCCOc1ccc(C(=O)NCC(=O)N2CCN(C/C=C/c3ccccc3)CC2)cc1
  .	0.4	.	-0.3	2.2	-6.1	.	.	15.0	.
(19) Cc1cccc(NC(=O)c2cc(=O)n(Cc3ccccc3)c(=O)[nH]2)c1
  -4.2	0.8	6.2	i	-2.1	2.4	7.8	-0.3	4.5	-0.8
(20) CC(C)(C)c1[nH]c2ccccc2c1/C=N/O
  .	.	6.9	i	2.8	3.1	20.8	0.4	-10.1	1.1

Arranged by heavy-atom count (falling): some entries from above
The line under a structure holds: PriA SSB inh	TcdB inh	Rv3671c inh	BH1578 lux ind	Anthrax LF prot	MazEF act	VHR inh abs	3CLpro inhibitor	Y pestis TopoI	PfHsp40 yeast
(4) COc1cccc(C(=O)NCc2ccc(N3CCN(C(=O)OC(C)(C)C)CC3)cc2)c1
  4.8	.	3.7	6.2	-1.4	11.2	24.6	3.0	8.0	-1.0
(11) Cn1cnc2c1c(=O)n(Cc1ccccc1C#N)c(=O)n2C
  -13.3	1.7	1.5	-0.4	-3.8	4.0	.	-1.7	-5.6	-0.4
(13) Cc1ccc(C)c(C(C)NC(=O)c2ccc(Br)o2)c1 (stereo unspecified)
  -5.5	.	9.4	i	-1.1	-3.7	13.0	0.9	0.1	-2.0

Carrying on.
The line under a structure holds: PriA SSB inh	TcdB inh	Rv3671c inh	BH1578 lux ind	Anthrax LF prot	MazEF act	VHR inh abs	3CLpro inhibitor	Y pestis TopoI	PfHsp40 yeast
(21) COc1cccc(NC(=O)Cn2nnc(C(=O)Nc3ccccc3)c2N)c1
  -1.0	.	-2.4	-0.8	-7.7	-3.1	10.7	-1.2	-5.5	-1.1
(22) COC(=O)c1c(NC(=O)c2ccccc2C(=O)O)sc2c1CCCC2
  .	1.0	.	-5.8	-0.7	-14.6	.	.	9.8	.
(23) CCCCCCC1CC(C)(C(=O)CNc2nncs2)OC1=O (stereo unspecified)
  -10.5	0.6	-20.7	-0.4	-0.7	2.0	-8.2	2.1	26.6	0.3
(24) OC(COc1ccccc1)Cn1c2ccccc2c2ccccc21 (stereo unspecified)
  -56.2	.	-3.9	-0.1	-0.4	-9.7	-7.2	3.9	10.3	13.1
(25) CCN1C(=O)C2C(c3ccccc3F)NC(Cc3ccc(O)cc3)(C(=O)OC)C2C1=O (stereo unspecified)
  -3.8	.	-6.4	i	-2.3	8.8	39.6	-2.7	1.4	1.4
(26) Cn1ncc(Br)c1NC(=O)Nc1ccc(Cl)cc1
  -6.2	0.4	-6.0	i	0.5	-3.5	9.5	-1.7	-4.8	-1.3
(27) O=C(CN1C2=NCCCN2c2ccccc21)c1ccc([N+](=O)[O-])cc1
  -2.3	-0.5	-0.5	i	1.2	6.3	10.6	0.8	-5.4	0.4
(28) CCCCOC(=O)C1Cc2ccccc2C(=O)O1 (stereo unspecified)
  -20.2	.	8.1	.	-12.8	-0.3	10.7	-0.6	-1.8	-0.8
(29) COc1ccc(C2=NS(=O)(=O)N(C)C(C(=O)Nc3cc(C)ccc3O)=C2)cc1OC
  21.2	0.5	-4.2	-0.1	-3.4	11.1	21.2	-3.3	-8.8	-0.7
(30) O=C(Nc1ccc2nsnc2c1)C1CC1
  0.9	1.7	-6.2	0.3	-0.8	-21.8	-2.8	-2.9	-5.0	1.3
(31) Cc1ccc2c(c1)c(C1=c3ccccc3=NC1=O)c(O)n2C
  -6.5	2.0	1.8	-0.4	-11.5	11.4	-1.9	0.1	-8.6	0.9
(32) C/C(CCc1ccccc1)=N/NC(=O)C(=O)NC(C)c1ccccc1 (stereo unspecified)
  .	-6.0	-1.8	0.0	-3.4	4.6	-0.6	-0.4	4.6	-0.2
(33) CCN1C(=O)[C@H]2[C@@H](c3ccc(OC)cc3)N3C(=O)CN(CC4CC4)C(=O)[C@@]3(C)[C@H]2C1=O
  -10.5	-0.8	1.7	i	-2.6	3.9	1.1	-1.6	5.2	-1.0
(34) Cc1ccc(C(O)c2ncc(-c3cccc(C(F)(F)F)c3)[nH]2)c(C)c1 (stereo unspecified)
  .	1.4	.	i	-0.4	.	.	.	-3.1	.
(35) CCc1c(C)nc2c(OC)cccc2c1SCCC(=O)O
  -2.9	0.0	6.3	-0.1	0.7	10.5	22.7	2.5	3.6	-1.0
(36) CCOC(=O)C1(CCOc2ccccc2)CCN(Cc2cc(OC)c(O)c(OC)c2)CC1
  8.3	0.2	4.4	2.1	-2.2	5.6	-7.4	-3.2	-7.5	0.1
(37) COc1ccc(/C=C2\SC(=N)N(c3ccc(F)cc3)C2=O)cc1
  6.6	2.1	-3.7	-1.0	-1.9	-21.8	26.9	-0.2	4.6	0.3
(38) O=C(NCc1cccs1)C1CCC(CNS(=O)(=O)c2cccs2)CC1 (stereo unspecified)
  1.9&-16.0	.	-0.1	3.1	1.3	-1.2	34.7	-3.8	1.7	-0.5
(39) CCOc1ccccc1NC(=O)CSc1nnc(-c2ccncc2)o1
  -16.1	1.0	-3.2	i	-2.1	-1.7	.	.	-9.9	0.3
(40) CC(C)(C)c1ccc(-n2nc(C#N)c(Cl)cc2=O)cc1
  0.9	1.0	.	-0.4	-5.0	-2.8	-32.7	8.3	-0.5	146.1*
(41) CN(CC(=O)Nc1ccccc1Sc1ccccc1)C1CCCCC1
  -20.1	0.9	-4.4	-0.8	-1.5	-9.4	-4.3	5.4	-8.3	-0.8
(42) CCC(=O)Nc1ccc(NC(=O)/C=C/c2ccc(Cl)cc2)cc1
  -5.3	1.3	-0.7	-0.3	1.3	3.3	26.2	2.9	1.1	1.8
(43) COc1ccc(NS(=O)(=O)c2ccc(N3CCCCC3)c(NC(=O)C(C)NC(N)=O)c2)cc1 (stereo unspecified)
  -3.3	0.3	0.7	-5.6	1.1	5.4	.	.	5.8	-1.4
(44) CN(Cc1nccs1)C(=O)c1cc(COc2cccc3cnccc23)on1
  -7.1	-0.7	-8.4	i	0.5	4.5	25.3	1.1	5.5	1.4
(45) CCS(=O)(=O)C(C)(CCl)C(=O)Nc1ccc(C(=O)OC)cc1 (stereo unspecified)
  -12.2	-0.4	7.5	-0.6	6.2	8.9	17.2	0.2	8.0	-1.7
(46) CS(=O)(=O)N1CCN(c2ccc(NC(=O)c3ccc(-c4ccc(Cl)cc4)o3)cc2)CC1
  -4.2	.	-0.6	i	-1.8	13.0	32.9	-3.1	-5.0	-0.7
(47) O=C(Nc1nnc(C23CC4CC(CC(C4)C2)C3)s1)c1ccco1
  -10.8	.	-14.0	0.4	0.0	1.0	-0.2	2.7	-6.2	1.8
(48) COc1ccc(-c2ccc(C3C(C#N)=C(N)Oc4n[nH]c(C)c43)o2)cc1 (stereo unspecified)
  2.6	.	-6.2	i	-0.7	6.0	3.8	-1.3	3.1	0.8
(49) O=C(CCCn1c(=O)[nH]c2ccccc2c1=O)NC1CCCCCC1
  -4.3	.	3.3	6.9	2.9	-0.5	-5.4	-0.3	-2.9	0.2
(50) O=C(Nc1cccc(Cl)c1)N(CCN1CCOCC1)Cc1ccccc1F
  -8.4	.	-1.7	-0.7	5.4	-8.1	22.8	3.9	-3.0	-1.0
(51) Cc1sc(NC(=O)c2ccco2)c(C(c2cccnc2)N2CCN(C)CC2)c1C (stereo unspecified)
  -3.7	.	-1.6	-0.4	-17.5	3.7	21.4	5.7	-13.4	1.0
(52) COc1ccccc1NC(=O)CC(NC1CCCCC1)C(=O)O (stereo unspecified)
  -14.2	.	-1.7	-4.8	1.5	5.2	34.8	-5.1	2.6	-1.8
(53) CCSc1nnc(NC(NC(C)=O)(C(F)(F)F)C(F)(F)F)s1
  -3.8	-0.1	4.5	-3.8	-0.9	3.4	-17.0	0.2	-1.3	-1.1
(54) O=C(COC(=O)COc1cccc(Br)c1)Nc1ccc(F)cc1F
  -6.8	0.1	7.0	i	-2.3	4.2	.	.	6.2	0.1
(55) CC(=C/C(=O)O)/C=C/c1ccc([N+](=O)[O-])cc1
  1.4	-8.2	17.4	i	1.6	1.5	-16.8	0.9	-4.9	-0.3
(56) CCc1nc2ccc(C(=O)NCc3ccc4c(c3)OCO4)cn2c1N(CC)CCN(C)C
  .	-0.1	.	-3.3	-7.8	.	.	.	-6.9	.
